Screens as filed in PubChem.
Statin myotox sup = suppressors of simvastatin-induced myotoxicity in C2C12 myotubes. ATP luminescence, 48 h; scaled: DMSO 0, geranylgeraniol control 100. rescue of ATP level, % at 7.49 µM. hit rate 0.78% among 330,000. AID 602340;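 active means mean ATP rescue above about 67%, or every replicate alone reaching that limit, limit read from the data, passing the limit was not always enough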;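 further: myotubes were challenged with 10 µM simvastatin during compound exposure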
ERAP1 inh = inhibitors of human ERAP1 aminopeptidase; AID 652197; recombinant ERAP1, Leu-AMC fluorescence, 60 min; inhibition, % at 10.7 µM; hit rate 0.15% among 340,000; Q9NZ08;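 active means mean replicate inhibition of at least 30%, or all replicates individually reaching that 30% level; inactive means mean below 30% and not every replicate reaching it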;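 further: 0% = neutral control wells and 100% = L-leucinethiol positive control wells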
Target sequence (Q9NZ08 whole entry, looked up): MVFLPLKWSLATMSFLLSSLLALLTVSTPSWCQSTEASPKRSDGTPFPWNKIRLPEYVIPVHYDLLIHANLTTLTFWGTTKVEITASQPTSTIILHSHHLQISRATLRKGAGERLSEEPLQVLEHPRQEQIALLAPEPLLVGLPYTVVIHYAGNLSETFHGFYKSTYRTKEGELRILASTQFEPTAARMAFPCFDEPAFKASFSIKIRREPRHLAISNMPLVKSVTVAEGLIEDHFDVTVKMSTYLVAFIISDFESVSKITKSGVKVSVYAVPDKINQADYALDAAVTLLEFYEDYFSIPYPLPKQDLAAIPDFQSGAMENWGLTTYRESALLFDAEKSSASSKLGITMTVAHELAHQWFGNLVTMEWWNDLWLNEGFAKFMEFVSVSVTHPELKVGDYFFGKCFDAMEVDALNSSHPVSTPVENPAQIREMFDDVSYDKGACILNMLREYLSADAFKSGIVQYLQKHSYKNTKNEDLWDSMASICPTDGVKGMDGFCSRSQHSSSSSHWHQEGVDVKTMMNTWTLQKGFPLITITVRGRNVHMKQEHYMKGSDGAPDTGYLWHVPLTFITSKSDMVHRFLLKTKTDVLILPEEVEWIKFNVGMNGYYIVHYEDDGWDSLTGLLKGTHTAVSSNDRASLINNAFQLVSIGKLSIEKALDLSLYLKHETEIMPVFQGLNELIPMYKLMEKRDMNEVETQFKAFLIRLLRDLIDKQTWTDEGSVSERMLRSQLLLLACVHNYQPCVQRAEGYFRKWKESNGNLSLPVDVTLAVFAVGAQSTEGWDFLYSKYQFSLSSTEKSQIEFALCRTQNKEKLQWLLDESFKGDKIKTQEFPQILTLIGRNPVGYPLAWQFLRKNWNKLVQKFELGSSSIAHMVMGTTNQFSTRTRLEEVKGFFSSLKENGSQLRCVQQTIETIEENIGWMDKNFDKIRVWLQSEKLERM
Cneo AK release = Cryptococcus neoformans lysis via adenylate kinase release. C. neoformans lysis, adenylate kinase release luminescence, 4 h; normalised: neutral wells 0, clomiphene wells 100. lysis activity, % at 15 µM. hit rate 0.2% among 360,000;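 active means mean lysis activity across replicates of at least 80%, whatever share of replicates individually reach that level; inactive means mean lysis activity below 80%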
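Assay system: Cryptococcus neoformans yeast cells / Dosing: single-point compound dose / Timing: 4 h at 37 °C static, read 1 h later / Measured by: luminescence of released adenylate kinase using an AK detection reagent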
SIRT5 block = blocks human SIRT5 desuccinylation of peptide | AID 652115 | inhibition, % at 15 µM | Q9NXA8 | hit rate 1.1% among 330,000 | Purified SirT5, succinyl-peptide AMC, trypsin-coupled fluorescence; in the data active means inhibition above about 15%
PGC1a acetyl inh = modulators of PGC1a acetylation. hit rate 0.17% among 350,000. U2OS PGC1a acetylation, AlphaScreen anti-acetyl-lysine; with virally co-expressed GCN5 acetyltransferase. inhibition, % at 15.6 µM. AID 651687;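 active means every replicate shows inhibition of at least 40%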;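 further: 0% = neutral control wells and 100% = positive control wells; some results beyond the cut were filed as inactive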
S100A4 inh HTS = blocks human S100A4 binding to myosin IIA peptide | P26447 | S100A4/TAMRA-MyoIIA peptide fluorescence polarization | inhibition, % at 10.7 µM | hit rate 0.14% among 360,000 | AID 652163;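 active means mean inhibition of at least 70% across replicates, with every replicate also reaching that level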
Target sequence (P26447 whole entry, looked up): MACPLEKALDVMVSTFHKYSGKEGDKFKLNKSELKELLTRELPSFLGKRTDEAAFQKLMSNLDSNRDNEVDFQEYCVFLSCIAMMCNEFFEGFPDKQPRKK
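Material: human S100A4 monomer with TAMRA-labelled myosin IIA peptide; buffer or medium: HEPES pH 7.2 with CaCl2, KCl, NaCl, DTT, Triton; compound dosing: one concentration per compound; schedule: 5 min incubation before reading; benchmarks: neutral control DMSO, positive control TFP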
LGR2 antag = inhibitors of bursicon-induced Drosophila LGR2 receptor cAMP signaling. HEK293 LGR2, CRE-luciferase, bursicon-stimulated, 4 h. inhibition, % at 9.99 µM. hit rate 0.35% among 380,000. AID 720647;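 active means drop in luminescence signal, shown as inhibition above about 50% in the replicate tests, limit read from the data, passing the limit was not always enough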;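 further: agonist challenge used bursicon conditioned medium at about half maximal strength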
XiGFP reactiv = X-chromosome reactivation activator. XiGFP mouse fibroblasts, % GFP-positive cells imaging, 3 d; cells co-treated with 5-aza-dC sensitizer; scaled so ellipticine positive control = 100%. hit rate 0.055% among 360,000. activation, % at 7.58 µM;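 active means mean normalized replicate activation at least 10% and every replicate at or above 10%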;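 further: 0% = median of on-plate neutral control wells and 100% = ellipticine 6 µM median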
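Assay system – SV40-immortalized XiGFP fibroblast cells, line 68-5-11 · Buffer or medium – DMEM supplemented with 5-aza-dC as sensitizing agent · Dosing – one concentration, pinned · Benchmarks – positive control ellipticine, 6 µM final · Times – 3 days compound exposure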
The depositor's hits bear a star; . = no result given; & = joins results of further samples.

SMILES	Statin myotox sup	ERAP1 inh	Cneo AK release	SIRT5 block	PGC1a acetyl inh	S100A4 inh HTS	LGR2 antag	XiGFP reactiv
Cc1cnc(NCCc2ccccc2)s1	2.3	-0.9	1.2	-5.3	.	1.2	-16.2	0.1
CN(Cc1ccco1)C(=O)c1ccc(CNS(=O)(=O)c2ccc3c(c2)C(C)(C)C(=O)N3C)cc1	2.9	6.1	-1.5	.	-2.8	6.7	3.7	0.1
Cc1nn(Cc2ccccc2)c(C)c1/C=N/NC(=O)CNc1cccc(C(F)(F)F)c1	.	2.7	.	0.9	.	0.8	22.7	-0.2
CO[C@H]1CN(C)C(=O)c2ccc(NC(=O)C3CCCCC3)cc2OC[C@@H](C)N(C)C[C@@H]1C	1.4	-3.3	-2.8	-1.5	-0.3	-2.4	8.5	0.2
COc1ccc(S(=O)(=O)N(CC(=O)NC(C)C)Cc2ccccc2)cc1	6.0	.	-0.3	.	3.6	.	-1.6	.
COc1cccc(-c2ccc(NC(=O)C3CCCN(CCCn4nc(C)cc4C)C3)cc2)c1 (stereo not drawn)	-7.8	-0.2	5.5	-1.2	-17.4	-5.5	-14.6	-0.1
CCn1ncc([N+](=O)[O-])c1C(=O)Nc1c(C)cccc1C	10.9	-3.6	-0.7	0.9	.	-1.2	-10.0	0.3
COc1ccc2c3c(n(C)c2c1)[C@@H](CO)N(Cc1ccccc1F)CC31CCN(C(=O)C2CC2)CC1	.	2.1	.	-3.4	.	1.4	1.1	0.3
Cc1cc(C)c2c(=N)c3ccccc3n(CCCCCCCCn3c4ccccc4c(=N)c4c(C)cc(C)nc43)c2n1	-7.1	15.3	.	-3.7	-27.3	0.2	-14.2	0.1
O=C(NCCN1CCCCC1)[C@@H]1[C@@H](CO)[C@@H]2Cn3c(cccc3=O)[C@H]1N2C(=O)C1CC1	7.2	-1.5	-0.8	-1.2	1.1	-12.4	8.4	0.6
O=C(NCC1CCCCC1)C1CCC(=O)N(CCc2cccc(F)c2)C1 (stereo not drawn)	-1.9	-2.3	6.6	-1.4	6.2	24.4	1.5	0.0
O=C(CNS(=O)(=O)/C=C/c1ccccc1)OC1CCOC1=O (stereo not drawn)	3.9	-2.4	-0.8	-0.4	13.3	2.8	11.7	0.0
CO[C@@H]1CN(C)C(=O)c2cc(NC(C)=O)ccc2OC[C@@H](C)N(S(C)(=O)=O)C[C@@H]1C	-6.8	-2.0	-1.5	-1.9	3.0	3.3	-15.7	0.1
COc1ccc(C(=O)Nc2ccccc2C(=O)Nc2ccncc2)cc1	.	-1.9	-10.6	-6.5	-2.7	2.1	-33.0	0.0
Clc1ccc(-c2nc3ccccn3c2CN2CCCCC2)cc1	-4.1	2.0	2.7	-0.1	-0.6	2.0	-3.3	0.0
COc1cc(/C=C2/C(=N)N3C(SC)=NSC3=NC2=O)ccc1OC(=O)c1ccco1	-1.5	-3.6	-0.6	7.4	.	-11.9	-30.4	0.2
Cc1noc(C)c1NC(=O)Nc1ccc2c(c1)CC(=O)N([C@@H](C)CO)C[C@@H](C)[C@@H](CN(C)Cc1ccccc1)O2	9.6	-1.6	-4.8	-0.5	.	3.5	2.9	0.1
O=C(CN(Cc1ccccc1F)S(=O)(=O)c1ccc(Cl)cc1)NCC1CCCO1 (stereo not drawn)	-1.2	-5.3	-2.9	-10.2	-3.3	9.2	19.4	0.3
Cc1ccc(S(=O)(=O)N(C)C[C@H]2Oc3ccc(NC(=O)Nc4ccccc4)cc3CC(=O)N([C@@H](C)CO)C[C@H]2C)cc1	-2.0	-4.7	54.6	1.9	1.9	-7.5	11.1	0.2
O=C(Cc1csc(-c2ccccc2)n1)NCc1ccccc1F	.	-1.1	.	1.5	.	-1.6	-5.1	0.1

Three entries already listed, ordered by number of heavy atoms, high to low:
SMILES	Statin myotox sup	ERAP1 inh	Cneo AK release	SIRT5 block	PGC1a acetyl inh	S100A4 inh HTS	LGR2 antag	XiGFP reactiv
COc1cc(/C=C2/C(=N)N3C(SC)=NSC3=NC2=O)ccc1OC(=O)c1ccco1	-1.5	-3.6	-0.6	7.4	.	-11.9	-30.4	0.2
O=C(NCC1CCCCC1)C1CCC(=O)N(CCc2cccc(F)c2)C1 (stereo not drawn)	-1.9	-2.3	6.6	-1.4	6.2	24.4	1.5	0.0
Clc1ccc(-c2nc3ccccn3c2CN2CCCCC2)cc1	-4.1	2.0	2.7	-0.1	-0.6	2.0	-3.3	0.0

(continued)
SMILES	Statin myotox sup	ERAP1 inh	Cneo AK release	SIRT5 block	PGC1a acetyl inh	S100A4 inh HTS	LGR2 antag	XiGFP reactiv
C[C@H](CO)N1C[C@H](C)[C@H](CN(C)C(=O)NC2CCCC2)Oc2cc(-c3cncnc3)ccc2S1(=O)=O	-12.1	3.9	-1.0	-0.2	-4.0	-5.4	4.6	0.1
COc1ccc2c3c([nH]c2c1)[C@H](CO)N(C(=O)CC1CC1)CC31CCN(Cc2cccnc2)CC1	.	-1.8	.	-8.3	1.5	10.4	-5.0	0.1
O=C1CSC(c2ccccc2)N1Cc1ccccn1 (stereo not drawn)	-3.9	1.1	0.8	-2.3	8.8	-3.6	-0.2	0.1
CSCCC(NS(=O)(=O)c1ccccc1F)C(=O)N1CCCCCC1 (stereo not drawn)	1.6	0.5	0.1	-3.5	3.4	-9.8	2.1	-0.1
Clc1ccc(OC2CCN(Cc3nc(CC4CC4)no3)CC2)cc1	8.7	-0.7	3.0	-2.6	.	1.8	6.6	0.0
O=C(NCCCCc1ccccc1)c1cccc([N+](=O)[O-])c1	.	4.8	.	0.0	0.9	0.5	-6.8	0.0
COc1cc(CNc2ccc3[nH]c(=O)[nH]c3c2)ccc1OCc1ccccc1Cl	42.6	2.4	-2.2	-2.9	-1.5	-1.0	-2.9	0.2
O=C(Cc1ccccc1)N1CC[C@@H]2[C@H](CO)Nc3ccc(C#Cc4ccccc4)cc3[C@@H]21	13.3	-1.3	-12.7	5.6	7.1	-4.0	4.2	0.0
COc1ccc(NC(=O)N(C)C[C@@H]2Oc3c(NS(=O)(=O)c4cccs4)cccc3C(=O)N([C@@H](C)CO)C[C@@H]2C)cc1	8.4	2.4	6.1	-1.8	7.0	-23.7	6.0	-0.3
CCOC(=O)CC(=O)CSc1nc(-c2ccc3c(c2)OCO3)cc(C(F)(F)F)c1C#N	-1.1	-0.3	-1.1	0.1	-3.9	0.6	-2.6	.

Compound profiles (already shown). Values in the order: Statin myotox sup | ERAP1 inh | Cneo AK release | SIRT5 block | PGC1a acetyl inh | S100A4 inh HTS | LGR2 antag | XiGFP reactiv
CCOC(=O)CC(=O)CSc1nc(-c2ccc3c(c2)OCO3)cc(C(F)(F)F)c1C#N reads -1.1 | -0.3 | -1.1 | 0.1 | -3.9 | 0.6 | -2.6 | .
COc1cc(CNc2ccc3[nH]c(=O)[nH]c3c2)ccc1OCc1ccccc1Cl reads 42.6 | 2.4 | -2.2 | -2.9 | -1.5 | -1.0 | -2.9 | 0.2
Clc1ccc(OC2CCN(Cc3nc(CC4CC4)no3)CC2)cc1 reads 8.7 | -0.7 | 3.0 | -2.6 | . | 1.8 | 6.6 | 0.0
C[C@H](CO)N1C[C@H](C)[C@H](CN(C)C(=O)NC2CCCC2)Oc2cc(-c3cncnc3)ccc2S1(=O)=O reads -12.1 | 3.9 | -1.0 | -0.2 | -4.0 | -5.4 | 4.6 | 0.1
CSCCC(NS(=O)(=O)c1ccccc1F)C(=O)N1CCCCCC1 (stereo not drawn) reads 1.6 | 0.5 | 0.1 | -3.5 | 3.4 | -9.8 | 2.1 | -0.1

Carrying on.
SMILES	Statin myotox sup	ERAP1 inh	Cneo AK release	SIRT5 block	PGC1a acetyl inh	S100A4 inh HTS	LGR2 antag	XiGFP reactiv
O=C(c1ccc(=O)[nH]c1)N(c1ccccc1)C(CCc1ccccc1)c1nc2ccccc2[nH]1 (stereo not drawn)	-3.7	-2.7	1.8	-1.5	-10.9	3.6	-8.4	0.0
C=CCN1C(=O)C(CCCC)NC1=S (stereo not drawn)	.	.	-1.6	.	7.4	.	5.4	0.0
N/C(=N\NC(=O)Nc1ccc(Cl)cc1)c1ccccn1	3.4	0.9	-3.1	-1.4	0.6	6.7	-63.5	-0.1
C/C=C/c1ccc([C@@H]2[C@H](CO)N(C(=O)c3cnccn3)C23CN(C(C)=O)C3)cc1	.	0.7	.	-4.6	0.9	0.9	6.6	0.2
S=c1[nH]c2ccccc2n2c(=S)[nH]nc12	-3.2	2.8	5.5	0.2	0.1	-2.2	-10.1	0.0
COc1ccc(Cc2noc(CN3CCN(Cc4csc(C)n4)CC3)n2)cc1OC	.	0.5	.	-4.1	.	-5.0	-19.1	0.0
Cc1ccc(NC(=O)c2cc([N+](=O)[O-])ccc2N2CCCC2)cc1	.	13.8	.	9.3	.	1.0	-12.3	0.1
O=C(NCCN1C(=O)C2C3C=CC(C3)C2C1=O)NCc1ccccc1 (stereo not drawn)	5.5	-0.5	-1.1	-2.8	.	0.3	0.3	0.3
COc1ccc2oc(=O)c(C(=O)C[n+]3cccc(C)c3)cc2c1	14.7	0.6	.	0.8	2.0	1.1	18.5	0.0
C=CCC1NS(=O)(=O)OCC1NC(=O)OCC(Cl)(Cl)Cl (stereo not drawn)	11.0	-3.5	0.4	-1.6	-7.5	-0.8	-17.0	-0.2
Cc1cccc(OCc2nnc(SCC(=O)N3CCCC3)o2)c1	6.8	1.5	0.8	-1.2	-3.1	-11.7	8.2	0.2
CCS(=O)(=O)Nc1ccc2c(c1)C(=O)N(C)[C@@H]1CC[C@@H](CC(=O)NCCCN3CCOCC3)O[C@@H]1CO2	-4.4	-0.5	-2.8	12.0	4.7	-0.6	-9.1	0.0
Cc1ccc(S(=O)(=O)N2Cc3ccccc3CC2C(=O)Nc2ccc3c(c2)OCO3)cc1 (stereo not drawn)	1.6	.	-3.7	.	-35.5	.	15.4	.
C[C@@H]1CN([C@H](C)CO)C(=O)CCCn2cc(nn2)CO[C@H]1CN(C)C(=O)Nc1ccc(N2CCN(C)CC2)cc1	-13.9&-13.3	1.5	-3.7	8.7	9.6&-7.0	16.9	-0.6	-0.1
O=C(COc1ccc(S(=O)(=O)Nc2ccccc2)cc1)NCc1ccncc1	.	-1.0	.	-1.7	4.5	-0.3	.	0.2
COCCN1C(=O)c2cc(C(=O)Nc3ccc(C)c(F)c3)ccc2C1Nc1ccc(C)c(F)c1 (stereo not drawn)	-19.0	0.1	-0.2	-3.1	-6.7	2.2	3.2	0.1
COc1cccc(C(=O)N[C@@H](C)C(=O)N2CCC3(CC2)NCCc2[nH]cnc23)c1	8.2	-1.2	-0.4	-4.0	5.9	0.3	3.8	0.0
O=C(Nc1ccc(Br)cn1)c1cccc(-c2cc3ccccc3oc2=O)c1	.	1.8	11.1	-4.3	12.3	-4.0	-21.6	-0.1

A portion of the library; rates above refer to the full screens.
